# From PubChem
# Tau fil binding: qHTS Assay for Tau Filament Binding; Microtubule-associated protein tau (Homo sapiens), P10636; recombinant tau filaments, thioflavin S fluorescence, 15 h; filaments grown with octadecylsulfate alongside compound; Potency, µM (titrated, usually from 57.1 µM), without a hit: top-dose activity change, negative = inhibition; actives 2% (n = 71,000); AID 596, 2007;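 note: potency is the fitted concentration of half-maximal effect; % is set by controls: 0 for no effect and ±100 for the full control effect; actives lower thioflavin S fluorescence by blocking filaments or displacing dye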
#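 ThS-based fibril read: tau 1 uM final, inducer ODS 30 uM final, 37 C for 15 h, ex 450/em 510 nm.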
# BRCT PPI red: qHTS Assay for Inhibitors of BRCT-Phosphoprotein Interaction (Red Fluorophore); Potency, µM (doses to about 76.9 µM), inactives show at the top dose activity change, negative = inhibition, actives largely listed as inhibitors; BRCT-phosphopeptide binding, red fluorescence polarization; AID 892, 2007; actives 0.03% (n = 75,000); note: % is set by controls: 0 for no effect and ±100 for the full control effect
#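 Fluorescence polarization: 100 nM His-tagged BRCA1 BRCT with 100 nM TAMRA-labelled phospho-BACH1 decapeptide, phosphate buffer pH 7.3 with 150 mM NaCl, DTT, 0.01% Tween 20; 12 min RT. Binding inhibition seen as FP decrease.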
# A350 autofl: qHTS Assay for Spectroscopic Profiling in A350 Spectral Region. max dye-equivalent concentration, M. Compound autofluorescence, 340/450 nm, Alexa 350 dye-equivalents; hits give high values. actives 11% (n = 59,000); in the data active = max dye-equivalent concentration above about 10 nM; inconclusive = mostly about 1.1 nM to 9.6 nM
# FLuc inh: qHTS Assay for Inhibitors of Firefly Luciferase | purified firefly luciferase, luminescence, 8 min | Potency, µM (highest dose often 57.1 µM), for the others: at the top dose activity change, negative = inhibition, usual class: inhibitors | actives 2.2% (n = 72,000); note: potency is the fitted concentration of half-maximal effect; % is set by controls: 0 for no effect and ±100 for the full control effect; nearly all actives have a fitted effect of over 40% in size
#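 Titration-based qHTS; buffer 50 mM imidazole pH 7.2, 50 mM KCl, 7 mM MgCl2, 10 uM ATP, 0.01% Tween 20, 0.05% BSA; luciferase/luciferin detector mix added after compound; 8 min, ambient; luminescence.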
# Caspase-7 inhib: qHTS Assay for Allosteric/Competitive Inhibitors of Caspase-7. P55210. recombinant caspase-7, Ac-DEVD-AFC fluorescence rate. Potency, µM (highest dose often 57.5 µM), without a hit: top-dose activity change, negative = inhibition, usual class: inhibitors. actives 0.02% (n = 75,000); active = well fitted inhibition curve with a large enough effect in the main read-out, with a control signal flat, not every such curve was filed as active; inconclusive = small, poorly fitted or top-dose-only effect, or a change in a side signal; note: potency is the fitted concentration of half-maximal effect; % of control where 0% means no effect
# Target sequence (P55210 24-198 limits assumed): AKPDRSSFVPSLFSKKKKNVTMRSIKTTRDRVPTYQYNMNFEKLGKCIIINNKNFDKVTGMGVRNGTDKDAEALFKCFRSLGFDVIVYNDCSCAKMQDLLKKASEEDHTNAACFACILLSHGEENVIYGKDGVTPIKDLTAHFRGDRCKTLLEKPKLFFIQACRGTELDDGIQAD
# Target sequence (P55210 207-303 limits assumed): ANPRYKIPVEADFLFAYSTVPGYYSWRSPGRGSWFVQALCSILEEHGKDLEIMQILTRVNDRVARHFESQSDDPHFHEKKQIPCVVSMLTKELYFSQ
# BRCT PPI green: qHTS Assay for Inhibitors of BRCT-Phosphoprotein Interaction (Green Fluorophore); Breast cancer type 1 susceptibility protein (Homo sapiens), P38398; BRCA1 BRCT-phosphopeptide binding, green fluorescence polarization; Potency, µM (highest dose often 76.9 µM), without a hit: at the top dose activity change, negative = inhibition, usual class: inhibitors; actives 0.05% (n = 75,000); AID 875, 2007;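 note: potency is the fitted concentration of half-maximal effect; plate controls were peptide without protein for full effect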
#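 Fluorescence polarization: His-tagged BRCT (~35 kDa BRCA1 C-terminus, 250 nM) bound to 100 nM fluorescein-labeled phosphorylated 10-aa BACH1 peptide, pH 7.3 phosphate buffer with DTT and Tween 20. Compounds incubated 12 min at room temperature; inhibition read as lowered polarization.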
# USP2a inh: qHTS Assay for Inhibitors of Ubiquitin-specific Protease USP2a. USP2a enzymatic assay, qHTS inhibition. Ubiquitin carboxyl-terminal hydrolase 2 (Homo sapiens), O75604. AID 927, 2007. Potency, µM (series often up to 38.3 µM), for inactives: at the highest dose activity change, negative = inhibition, hits mostly inhibitors. actives 0.1% (n = 60,000);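 note: potency is the fitted concentration of half-maximal effect; nearly all actives have a fitted effect of over 60% in size; plate controls were DMSO for no effect and NEM full inhibition control for full effect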
#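 20 nM USP2 core + cpd, 30 min RT; add 20 nM Ub-PLA2/20 uM NBD C6-HPC; read Ex460/Em535 at 0 h and 2.5 h. Normalized to NEM; qHTS curve fit/classification.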
# Casp1 inh: qHTS Assay for Allosteric/Competitive Inhibitors of Caspase-1. P29466. actives 0.03% (n = 75,000). Potency, µM (titrated, usually from 57.5 µM), for inactives: at the top dose activity change, negative = inhibition, hits mostly inhibitors. Caspase-1 enzyme, Ac-WEHD-AFC fluorogenic rate. AID 900, 2007;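 note: potency is the fitted concentration of half-maximal effect; plate controls were vehicle for no effect and no substrate for full effect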
# Target sequence (P29466 120-297 limits assumed): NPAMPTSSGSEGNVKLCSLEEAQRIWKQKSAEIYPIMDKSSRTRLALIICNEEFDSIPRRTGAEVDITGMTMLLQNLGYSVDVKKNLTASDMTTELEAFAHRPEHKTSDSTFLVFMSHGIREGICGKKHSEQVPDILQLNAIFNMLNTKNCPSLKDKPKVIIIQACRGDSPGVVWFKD
# Target sequence (P29466 317-404 limits assumed): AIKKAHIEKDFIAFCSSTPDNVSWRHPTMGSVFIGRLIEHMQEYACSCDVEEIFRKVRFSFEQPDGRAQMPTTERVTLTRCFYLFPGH
# HEK293 cAMP cs: qHTS Assay for Agonists of the Thyroid Stimulating Hormone Receptor: Activators of Intracellular cAMP Concentrations in Parental HEK 293; parental HEK293 CNG cAMP sensor, membrane potential fluorescence; Potency, µM (doses to about 57.1 µM), for inactives: at the highest dose activation, most hits filed as activators; actives 2.5% (n = 73,000); note: potency is the fitted concentration of half-maximal effect; % of control where 0% means no effect; nearly all actives have a fitted effect of over 55% in size
#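 Parental HEK 293 cells stably expressing a modified CNG channel (no TSHR) report cAMP rise as membrane depolarization. Membrane potential dye with 100 uM RO 20-1724 was loaded for 60 min at room temperature, then compound added for 30 min; fluorescence read at 590 nm.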
# ERK AVP block: qHTS Assay for Inhibitors of the ERK Signaling Pathway using a Homogeneous Screening Assay | actives 0.99% (n = 72,000) | Potency, µM (top dose mostly 57.5 µM), for inactives: at the highest dose activity, negative = inhibition, most hits filed as inhibitors | AID 995, 2007 | HEK293-V1b, vasopressin-stimulated pERK AlphaScreen; note: potency is the fitted concentration of half-maximal effect; % is set by controls: 0 for no effect and ±100 for the full control effect; nearly all actives have a fitted effect of over 55% in size
#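 Overnight-seeded V1b-HEK293 cells in 1% FBS got compound, then vasopressin (25 nM final, 5 min, 37C), then lysis buffer. AlphaScreen detection of phospho-ERK; activity normalized to basal and full-stimulation controls.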
# CRE Fsk mod: Cell signaling CRE-BLA (Fsk stim) | CHO CRE-bla reporter (cAMP response element driving beta-lactamase), forskolin EC10, beta-lactamase ratio | Potency, µM (highest dose often 38.2 µM), without a hit: at the top dose activity change, negative = inhibition, usual class: activators | actives 2.5% (n = 71,000) | AID 662, 2007; active = well fitted activation curve with a large enough effect in the signal ratio, with a control signal flat, not every such curve was filed as active; inconclusive = small, poorly fitted or top-dose-only effect, or effect the other way, or a change in a side signal; the % refers to the signal ratio; note: potency is the fitted concentration of half-maximal effect; % of control where 0% means no effect
#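 CRE-bla CHO reporter cells treated with compound titration plus EC10 NKH 477 (water-soluble forskolin), incubated 3 h at 37 °C; CCF4 loading 2 h at room temperature, 460/530 nm emission ratio read, AC50 values derived for positive or negative modulators.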
# Starred values were filed as active, the others as inactive; i = inactive; u = inconclusive; x = no result given; [ ] = another dose, or the depositor's remark. Unless noted, calls come from the whole dose curve; as a rule, active = well fitted curve in the direction sought with a large enough effect; inconclusive = small, poorly fitted or top-dose-only effect, or another doubt; inactive = no such curve, though single readings can be large; an effect the other way counts as inactive or inconclusive.
canonical_smiles	Tau fil binding	BRCT PPI red	A350 autofl	FLuc inh	Caspase-7 inhib	BRCT PPI green	USP2a inh	Casp1 inh	HEK293 cAMP cs	ERK AVP block	CRE Fsk mod
Cc1cc(NC(=O)c2cnn3cccnc23)no1	-10%	-1.7%	u	-5%	0%	-0.7%	-1%	3%	3%	-12%	6%
c1ccc(Cn2nnc3c(N4CCCCCC4)ncnc32)cc1	22%	-0.9%	x	-5%	-2%	2.7%	x	-3%	24%	-15%	3.2µM*
CC(C)c1ccc(Nc2nc(NCc3ccco3)nc(N3CCOCC3)n2)cc1	-8%	-0.9%	i	4%	-1%	-1.8%	11%	-2%	u	-10%	-9%
COc1cc(C)c(C)cc1S(=O)(=O)N1CCN(Cc2ccc3c(c2)OCO3)CC1	-7%	0.5%	1e-08M*	-1%	-4%	-0.1%	10%	-1%	34%	-9%	-12%
COc1ccccc1N1CCN(C(c2ccccc2Cl)c2nnnn2C(C)(C)C)CC1 (stereo unspecified)	14%	-0.8%	i	-1%	-4%	-3.3%	-5%	1%	u	-19%	u
COc1cc(OC)cc(C(=O)NC(C(=O)NCCN(C)C)C23CC4CC(CC(C4)C2)C3)c1 (stereo unspecified)	-10%	0.4%	i	0%	-1%	-1.6%	19%	3%	19%	0%	1%
Cn1c(=O)c2cn(-c3cccc4ccccc34)cc2n(C)c1=O	-22%	0.7%	u	-22%	-5%	-0.1%	26%	1%	9%	-8%	5%
CC(C)C(N)C(=O)NC(Cc1c[nH]c2ccccc12)C(=O)O (stereo unspecified)	x	-2.1%	x	x	-1%	-4.9%	-9%	-1%	x	-14%	x
Cn1c(=O)[nH]c(=O)c2c1nc(NCCCn1ccnc1)n2Cc1ccc(F)cc1	3%	0.3%	u	0%	-1%	-0.1%	-2%	-1%	2%	-9%	-11%
CNC(=O)NC1CCCc2ccccc21 (stereo unspecified)	3%	0.5%	x	3%	0%	-1.9%	2%	-3%	-2%	2%	-4%
COC(=O)c1ccc2c(c1)S(=O)(=O)NC(=NCc1ccco1)S2	-1%	0.3%	i	1%	0%	-1.1%	1%	1%	7%	u	-2%
C=CCN1C(=O)C(O)(CC(=O)c2c(C)n[nH]c2C)c2cc(Br)ccc21 (stereo unspecified)	1%	0.0%	i	3%	1%	-1.4%	u	1%	-1%	-24%	9%

# Next section, overlapping the part above by 2 compounds.
canonical_smiles	Tau fil binding	BRCT PPI red	A350 autofl	FLuc inh	Caspase-7 inhib	BRCT PPI green	USP2a inh	Casp1 inh	HEK293 cAMP cs	ERK AVP block	CRE Fsk mod
COC(=O)c1ccc2c(c1)S(=O)(=O)NC(=NCc1ccco1)S2	-1%	0.3%	i	1%	0%	-1.1%	1%	1%	7%	u	-2%
C=CCN1C(=O)C(O)(CC(=O)c2c(C)n[nH]c2C)c2cc(Br)ccc21 (stereo unspecified)	1%	0.0%	i	3%	1%	-1.4%	u	1%	-1%	-24%	9%
CC(C)CN1C(=O)NC(NC(=O)c2ccco2)(C(F)(F)F)C1=O (stereo unspecified)	6%	-0.2%	u	1%	0%	2.0%	6%	u	u	-6%	-10%
CCC(=O)N1CCCc2cc(S(=O)(=O)N3CCN(c4ccccc4F)CC3)ccc21	14%	-0.5%	x	1%	-5%	-0.5%	x	-5%	25µM*	4%	u
CC(C)CC(NC(=O)C1CCC(C)CC1)C(=O)N1CCN(c2ccccn2)CC1 (stereo unspecified)	-20%	0.4%	x	0%	0%	-7.3%	x	2%	7%	0%	-17%
O=C(Nc1nc(-c2nc3ccccc3s2)cs1)c1ccc(S(=O)(=O)N2CCOCC2)cc1	167%	-1.5%	1.5e-08M*	-6%	-7%	-1.2%	56%[activator]	-4%	u	3.2µM*	u
COC(=O)[C@]1(C)CCC[C@]2(C)c3ccc(C(C)C)cc3C(=O)CC12 (stereo partly specified)	x	1.8%	x	x	0%	-2.6%	-25%	-2%	x	-20%	x
COC(=O)CSc1ccccc1C(=O)OC	-12%	-0.3%	1.6e-08M*	2%	0%	-1.9%	1%	-1%	-1%	-5%	4%
CN(C(=O)C12CC3CC(CC(C3)C1)C2)C1(C)CCS(=O)(=O)C1 (stereo unspecified)	-3%	0.4%	i	-2%	1%	0.7%	3%	1%	u	-5%	5%
O=C(NCC1CCCO1)C1CCCCN1S(=O)(=O)c1ccc(F)cc1 (stereo unspecified)	6%	0.3%	u	1%	-1%	4.2%	-2%	1%	0%	-7%	-23%
CC(C)(/C=N/O)/[N+]([O-])=C/C=[N+](\[O-])C(C)(C)/C=N/O	-2%	1.2%	i	1%	0%	-1.5%	-6%	-2%	7%	12%	u
COc1cccc(Cn2c(=O)cnc3cnc(Oc4cccc(Cl)c4)nc32)c1	u	0.3%	i	1%[11.4 µM]	-6%	-1.1%	115%[activator]	-6%	7%	-14%	-4%
COc1cc(C(=O)Nc2ccc(S(=O)(=O)Nc3cc(C)on3)cc2)cc(OC)c1OC	-4%	-1.3%	i	2%	-5%	-1.1%	0%	-4%	-1%	-13%	4%
Cc1ccc(-c2nnc(N(C)C(=O)c3ccccn3)s2)cn1	2%	-0.3%	i	-2%	2%	-0.8%	-2%	2%	10%	4%	5%
COc1cccc(C2/C(=C(/O)c3ccncc3)C(=O)C(=O)N2CCCN(C)C)c1 (stereo unspecified)	7%	0.3%	i	4%	-1%	-2.0%	-9%	-1%	0%	-4%	6%
COc1ccc(-c2cc(CCCC(=O)NCCc3ccc(OC)cc3OC)no2)cc1	56%	0.2%	1e-08M*	-10%	-4%	0.6%	11%	-2%	u	11%	-5%
CO[C@@H]1/C=C\O[C@]2(C)Oc3c(C)c(O)c4c(O)c(c(CN(C)C)c(O)c4c3C2=O)NC(=O)/C(C)=C\C=C[C@@H](C)[C@@H](O)[C@H](C)[C@@H](O)[C@H](C)[C@H](OC(C)=O)[C@@H]1C	3%[11.4 µM]	0.9%[15.4 µM]	i	-1%[11.4 µM]	-6%[11.5 µM]	-1.1%[15.4 µM]	x	-3%[11.5 µM]	5%[11.4 µM]	-14%[11.5 µM]	13%[7.6 µM]
Cn1c(=O)oc2cc(S(=O)(=O)N3CCCc4ccccc43)ccc21	-11%	-0.3%	x	-1%	1%	1.9%	x	-4%	9%	x	-17%
O=C(NCC1CCNCC1)c1ccncc1	5%	-1.2%	i	0%	1%	-1.4%	-4%	-1%	4%	-7%	-5%
C=CCn1c(=O)n(CCC#N)c(=O)n(CCC#N)c1=O	2%	0.2%	x	1%	0%	-1.4%	2%	-2%	-3%	-20%	-3%
CN(Cc1ccccc1)S(=O)(=O)c1ccc2c(c1)OCCO2	3%	-0.2%	i	-1%	0%	0.4%	-1%	-3%	16%	11%	-5%
COC(=O)[C@H](CCSC)NC(=O)NC1CCN(Cc2ccccc2)CC1	-6%	-0.2%	i	3%	-2%	1.9%	-2%	-2%	5%	4%	1%
C=C(C)Cn1c(CCCNC(=O)CCC)nc2ccccc21	-10%	0.8%	i	2%	1%	-4.1%	2%	1%	6%	-4%	2%
Cc1[nH]nc2c1C1(CCOCC1)C(C#N)=C(N)O2	-3%	1.8%	i	0%	0%	-0.5%	-5%	-1%	8%	3%	-10%
COC(=O)c1ccccc1NC(=O)CSc1nc2ccccc2c(=O)[nH]1	-5%	-0.2%	i	0%	-2%	0.1%	6%	-2%	u	-18%	7.9µM*
CCc1ccccc1NC1=NCC(=O)N1C1CCCCC1	-1%	2.0%	i	1%	0%	-0.4%	17%	0%	1%	-2%	0%
CSCCC1NC(=O)N(CC(=O)Nc2ccc(N3CCCCC3)cc2)C1=O (stereo unspecified)	-20%	1.4%	i	-21%	-1%	-2.1%	12%	4%	9%	-23%	-9%
COC(=O)c1cc(NC(=O)CN2C(=O)CSC2=O)ccc1Cl	-5%	-1.1%	i	5%	-1%	-0.9%	53%[activator]	0%	-3%	2%	4%
COc1ccccc1N1CCN(C(=O)CSc2ccc3c(C)cc(C)nc3n2)CC1	-15%	1.1%	i	-1%	-1%	5.3%	35%[activator]	-1%	9%	-21%	u
